Screening results from PubChem BioAssay.
NCI-60 one-dose screen, 48 h, at 10 µM unless noted. Numbers give growth in % (100 = growth as untreated, 0 = no growth, -100 = all killed).
HL-60(TB): HL-60(TB) leukemia cells | 9% of 78,000 active | AID 1794776; active means growth percent below 10
Starred values were filed as active, the others as inactive; & = joins results of further samples. Only part of the results is shown; the hit share may differ from the screen's.

What do the screens show for `O=C(/C=C/c1ccc(Cl)c(Cl)c1)c1ccc(Cl)nc1`?
HL-60(TB): 91

What do the screens show for `[2H]c1nc(Nc2ncc3c(C)c(C(C)=O)c(=O)n(C4CCCC4)c3n2)c([2H])c([2H])c1N1CCNCC1`?
HL-60(TB): 37

What do the screens show for `COc1ccc2c(c1)c(-c1nnc(N)nc1-c1c[nH]c3ccccc13)cn2C`?
HL-60(TB): 48

Results for COc1ccc(-c2ccc3c(N4CCOC[C@@H]4C)nc(N4CCOC[C@@H]4C)nc3n2)cc1CO ?
HL-60(TB): 23

What do the screens show for `CNC(=O)c1nn(C)c2c1C(C)(C)Cc1cnc(Nc3ccc(N4CCN(C)CC4)cc3)nc1-2`?
HL-60(TB): -27*

How did Cc1c(F)cc(C(=O)NC2CC2)cc1-c1ccc(C(=O)NCC(C)(C)C)cn1 do in these assays?
HL-60(TB): 91&95

Results for Cc1cc2c(F)c(Oc3ncnn4cc(OC[C@@H](C)O)c(C)c34)ccc2[nH]1 ?
HL-60(TB): 86

Results for COC(=O)C(C)(C)C1Oc2ccc(Cl)cc2C(=O)/C1=C\NS(=O)(=O)c1ccc(C)cc1 (stereo not drawn) ?
HL-60(TB): 100

How did CC12CCC(=O)C=C1CCC1C2CCC2(C)C1CCC2(O)C(=O)CO (stereo not drawn) do in these assays?
HL-60(TB): 64

What do the screens show for `Cc1cc(O)c(C)c(C)c1O`?
HL-60(TB): 80

An excerpt from above in order of molar mass, ascending:
What do the screens show for `O=C(/C=C/c1ccc(Cl)c(Cl)c1)c1ccc(Cl)nc1`?
HL-60(TB): 91

How did CC12CCC(=O)C=C1CCC1C2CCC2(C)C1CCC2(O)C(=O)CO (stereo not drawn) do in these assays?
HL-60(TB): 64

What do the screens show for `COc1ccc2c(c1)c(-c1nnc(N)nc1-c1c[nH]c3ccccc13)cn2C`?
HL-60(TB): 48

How did Cc1c(F)cc(C(=O)NC2CC2)cc1-c1ccc(C(=O)NCC(C)(C)C)cn1 do in these assays?
HL-60(TB): 91&95

What do the screens show for `[2H]c1nc(Nc2ncc3c(C)c(C(C)=O)c(=O)n(C4CCCC4)c3n2)c([2H])c([2H])c1N1CCNCC1`?
HL-60(TB): 37

What do the screens show for `CNC(=O)c1nn(C)c2c1C(C)(C)Cc1cnc(Nc3ccc(N4CCN(C)CC4)cc3)nc1-2`?
HL-60(TB): -27*

Results for COc1ccc(-c2ccc3c(N4CCOC[C@@H]4C)nc(N4CCOC[C@@H]4C)nc3n2)cc1CO ?
HL-60(TB): 23

Further records.
What do the screens show for `C[C@@H]1CC2C3CCC4=CC(=O)C=C[C@]4(C)[C@@]3(Cl)[C@@H](O)C[C@]2(C)[C@@]1(OC(=O)c1ccco1)C(=O)CCl` (stereo partly drawn)?
HL-60(TB): 78

What do the screens show for `CC(C)(O)CC(=O)NCCn1ccc2ncnc(Nc3ccc(Oc4cccc(C(F)(F)F)c4)c(Cl)c3)c21`?
HL-60(TB): 2.5*

How did CC(/C=C/c1ccc(Cl)cc1)=N\OCC(=O)O do in these assays?
HL-60(TB): 97

What do the screens show for `CC(/C=C/c1ccccc1)=N\OCC(=O)Nc1ccc(Cl)cc1`?
HL-60(TB): 85

How did Cn1cc(-c2nc(N)nnc2-c2c[nH]c3ccc(F)cc23)c2ccccc21 do in these assays?
HL-60(TB): 92

What do the screens show for `COC(=O)[C@H](O)[C@H]1C(C)(C)[C@H](O)C2CC3=C4CC(=O)O[C@@H](c5ccoc5)[C@]4(C)CC[C@@H]3[C@@]1(C)C2=O`?
HL-60(TB): 89

How did CCn1cc(C(=O)O)c(=O)c2cnc(N3CCNCC3)nc21 do in these assays?
HL-60(TB): 102

What do the screens show for `O=C(O)c1cccnc1Nc1cccc(C(F)(F)F)c1`?
HL-60(TB): 118

How did Cc1cc(Nc2nc(N[C@@H](C)c3ncc(F)cn3)ncc2Cl)n[nH]1 do in these assays?
HL-60(TB): 54

How did CC(=O)CCCCn1c(=O)c2c(ncn2C)n(C)c1=O do in these assays?
HL-60(TB): 122

Three compounds picked at random from those above:
What do the screens show for `CC(C)(O)CC(=O)NCCn1ccc2ncnc(Nc3ccc(Oc4cccc(C(F)(F)F)c4)c(Cl)c3)c21`?
HL-60(TB): 2.5*

What do the screens show for `O=C(O)c1cccnc1Nc1cccc(C(F)(F)F)c1`?
HL-60(TB): 118

How did Cc1cc(Nc2nc(N[C@@H](C)c3ncc(F)cn3)ncc2Cl)n[nH]1 do in these assays?
HL-60(TB): 54

The list continues.
How did CC(C)NC[C@@H](C(=O)N1CCN(c2ncnc3c2[C@H](C)C[C@H]3O)CC1)c1ccc(Cl)cc1 do in these assays?
HL-60(TB): 82

Results for CN1CCN(c2ccc(OC(F)(F)F)c(Nc3ncc4c(n3)-c3c(c(C(N)=O)nn3CCO)CC4)c2)CC1 ?
HL-60(TB): -21*

What do the screens show for `Brc1ccc([C@@H]2C[C@@H]3Cc4ccc5ccccc5c4N2O3)s1`?
HL-60(TB): 97

How did CCc1ccc(CCOc2ccc(CC3SC(=O)NC3=O)cc2)nc1 (stereo not drawn) do in these assays?
HL-60(TB): 111

How did N=C(N)c1ccc(NC(=O)COCC(=O)Nc2ccc(C(=N)N)cc2)cc1 do in these assays?
HL-60(TB): 124

How did CCOc1cc2ncc(C#N)c(Nc3ccc(OCc4ccccn4)c(Cl)c3)c2cc1NC(=O)/C=C/CN(C)C do in these assays?
HL-60(TB): 2.7*

How did COc1ccc(C2CC(c3c(O)ccc4c(C)cc(=O)oc34)=NN2c2ccc(S(N)(=O)=O)cc2)cc1 (stereo not drawn) do in these assays?
HL-60(TB): 94

How did Oc1cc2c(cc1O)[C@H]1c3ccc(O)c(O)c3OC[C@@]1(O)C2 do in these assays?
HL-60(TB): 101

How did CCN(CC)CCNC(C(=O)OCCC(C)C)c1ccccc1 (stereo not drawn) do in these assays?
HL-60(TB): 89

Results for Cc1cc([C@@H](C)Nc2ccccc2C(=O)O)c2nc(N3CCOCC3)cc(=O)n2c1 ?
HL-60(TB): 27

Results for CC1=C(C(=O)Nc2ccc(S(N)(=O)=O)cc2)C(c2cccc(O)c2)NC(=S)N1 (stereo not drawn) ?
HL-60(TB): 96

What do the screens show for `Cn1cc(C(=O)c2nc(-c3cn(C)c4ccc(Cl)cc34)no2)c2cc(Br)ccc21`?
HL-60(TB): 101

How did COc1ccc2[nH]cc(-c3nc(N)nnc3-c3cn(C)c4ccccc34)c2c1 do in these assays?
HL-60(TB): 68

What do the screens show for `COc1ccc2[nH]cc(-c3nnc(N)nc3-c3cn(C)c4ccc(Br)cc34)c2c1`?
HL-60(TB): 95

What do the screens show for `CCN(CC)CCOC(=O)c1ccc(N)cc1`?
HL-60(TB): 132&106

Results for COc1ccc(C2CNC(=O)C2)cc1OC1CCCC1 (stereo not drawn) ?
HL-60(TB): 106

Results for CC(=O)Nc1ccc(C(=O)/C=C/c2ccccc2)cc1 ?
HL-60(TB): 54

Results for CCCCNc1ccc(C(=O)OCCN(C)C)cc1 ?
HL-60(TB): 102

What do the screens show for `O=C(O)CCC(=O)c1ccc(-c2ccccc2)cc1`?
HL-60(TB): 108

What do the screens show for `C/C=C/C(=O)N(CC)c1ccccc1C`?
HL-60(TB): 97

How did O=C(Nc1ccc(Cl)cc1F)c1ccccc1O do in these assays?
HL-60(TB): 20

What do the screens show for `CN1CCCN=C1COC(=O)C(O)(c1ccccc1)C1CCCCC1` (stereo not drawn)?
HL-60(TB): 85

What do the screens show for `CC[C@@H]1C(=O)OC[C@@H]1Cc1cncn1C`?
HL-60(TB): 94

How did CC(=O)O[C@@]12CO[C@@H]1C[C@H](O)[C@@]1(C)C(=O)[C@H](O)C3=C(C)[C@@H](OC(=O)[C@H](O)[C@@H](NC(=O)OC(C)(C)C)c4ccccc4)C[C@@](O)([C@@H](OC(=O)c4ccccc4)C12)C3(C)C (stereo partly drawn) do in these assays?
HL-60(TB): -13*

Results for Cc1cccc2c1NC(=O)C2(c1ccc(O)cc1)c1ccc(O)cc1 ?
HL-60(TB): 83

Results for CC1Cc2ccccc2N1NC(=O)c1ccc(Cl)c(S(N)(=O)=O)c1 (stereo not drawn) ?
HL-60(TB): 92

What do the screens show for `CN1CCC(CNc2ccc3ncc(-c4cccc(OC(F)(F)F)c4)n3n2)CC1`?
HL-60(TB): -37*

Results for [2H]C([2H])([2H])c1nc2c(F)cc(-c3nc(Nc4ccc(CN5CCN(C([2H])([2H])C)CC5)cn4)ncc3F)cc2n1C(C)C ?
HL-60(TB): 19

How did N#Cc1c(-c2ccccc2)nc(N=Nc2c(O)[nH]c3ccccc23)[nH]c1=O do in these assays?
HL-60(TB): 100

Results for O=C(c1ccc2nc(NS(=O)(=O)c3ccc4ccccc4c3)sc2c1)N1CCN(Cc2ccc3c(c2)OCO3)CC1 ?
HL-60(TB): 106

How did CCCc1nc(C(C)(C)O)c(C(=O)O)n1Cc1ccc(-c2ccccc2-c2nn[nH]n2)cc1 do in these assays?
HL-60(TB): 107
